TROY NFkB inh – blocks TROY-dependent signaling in reporter cells | Q293 LMP1-TROYcd NF-kB luciferase reporter, 4 h | inhibition, % at 10 µM | actives 0.98% (n = 360,000) | AID 1347056;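 active = compounds whose plate-normalised and pattern-corrected inhibition of the luciferase reporter signal at the single screening dose is 50% or more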
COUP-TFII inh – NR2F2 (human) inhibition, primary screen | P24468 | actives 0.7% (n = 370,000) | HEK293T NGFI-A luciferase reporter, luminescence | inhibition, % at 8.6 µM;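 active = inhibition above a per-plate cutoff, mean inhibition of test wells between control levels plus 3 SD, cut at about 38% in these data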;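 also: cells cotransfected with COUP-TFII expression vector driving the NGFI-A reporter; 0% = median of COUP-TF2 test wells and 100% = reporter-only cells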
KKLEB cytotox – reduces viability of KKLEB cystic fibrosis airway cells; KKLEB CF airway cells viability, ATPlite luminescence, overnight; active compounds read low; cells stimulated with P. aeruginosa culture filtrate; activity change (cytotoxicity), % at 5 µM; actives 0.36% (n = 360,000); AID 602141;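 active = corrected activity change at or below -50% at 5 µM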
SRC1 inh – human NCOA1 inhibition; inhibition, % at 3.6 µM; Q15788; AID 588354; actives 0.12% (n = 360,000); HEK293 GAL4-SRC1 luciferase reporter, luminescence;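 active = inhibition above the campaign mean plus 3 SD, with each screening campaign given its own cutoff, cut at about 60% in these data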;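 also: 0% = DMSO treated cells and 100% = gossypol at 36 µM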
Target sequence (Q15788 whole entry, looked up, the tested form may be a part): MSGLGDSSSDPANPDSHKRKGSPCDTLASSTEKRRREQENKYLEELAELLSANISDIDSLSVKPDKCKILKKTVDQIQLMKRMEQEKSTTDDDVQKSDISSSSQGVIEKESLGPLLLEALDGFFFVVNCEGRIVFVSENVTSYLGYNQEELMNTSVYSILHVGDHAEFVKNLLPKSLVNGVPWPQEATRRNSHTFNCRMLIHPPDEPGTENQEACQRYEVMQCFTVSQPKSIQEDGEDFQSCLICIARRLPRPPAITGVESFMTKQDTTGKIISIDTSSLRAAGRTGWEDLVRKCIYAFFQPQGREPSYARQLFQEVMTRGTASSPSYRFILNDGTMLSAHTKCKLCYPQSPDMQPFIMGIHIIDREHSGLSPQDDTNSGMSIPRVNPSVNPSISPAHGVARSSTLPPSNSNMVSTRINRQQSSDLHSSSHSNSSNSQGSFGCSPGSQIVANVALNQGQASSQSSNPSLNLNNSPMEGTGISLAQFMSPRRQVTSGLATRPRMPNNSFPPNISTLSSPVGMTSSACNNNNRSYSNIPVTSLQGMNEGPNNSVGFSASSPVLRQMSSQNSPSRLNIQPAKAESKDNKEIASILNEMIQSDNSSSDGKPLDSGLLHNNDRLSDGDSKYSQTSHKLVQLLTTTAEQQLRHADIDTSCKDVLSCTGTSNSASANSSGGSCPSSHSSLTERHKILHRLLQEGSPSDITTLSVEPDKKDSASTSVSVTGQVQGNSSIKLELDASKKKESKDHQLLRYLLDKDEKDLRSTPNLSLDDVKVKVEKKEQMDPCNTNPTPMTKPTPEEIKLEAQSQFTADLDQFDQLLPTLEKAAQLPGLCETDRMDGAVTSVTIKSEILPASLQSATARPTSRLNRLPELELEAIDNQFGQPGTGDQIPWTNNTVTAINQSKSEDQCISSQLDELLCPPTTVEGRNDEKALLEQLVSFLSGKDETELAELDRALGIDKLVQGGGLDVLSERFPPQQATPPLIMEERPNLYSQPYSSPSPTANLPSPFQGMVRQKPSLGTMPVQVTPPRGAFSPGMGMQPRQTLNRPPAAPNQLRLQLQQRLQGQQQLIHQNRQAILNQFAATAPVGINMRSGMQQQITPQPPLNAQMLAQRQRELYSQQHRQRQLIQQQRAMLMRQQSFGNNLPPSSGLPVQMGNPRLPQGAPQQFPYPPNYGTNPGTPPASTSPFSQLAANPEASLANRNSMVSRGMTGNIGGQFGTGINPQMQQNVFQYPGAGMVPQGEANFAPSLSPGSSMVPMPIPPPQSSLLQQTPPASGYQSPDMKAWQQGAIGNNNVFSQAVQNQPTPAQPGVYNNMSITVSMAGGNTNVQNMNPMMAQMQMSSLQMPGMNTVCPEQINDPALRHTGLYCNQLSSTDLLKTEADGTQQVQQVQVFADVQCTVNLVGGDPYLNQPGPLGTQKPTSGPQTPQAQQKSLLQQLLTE
NCOA2 inhibitor – inhibits human steroid receptor coactivator 2 | actives 0.17% (n = 370,000) | Q15596 | AID 651957 | inhibition, % at 9 µM | HEK293 GAL4-SRC2 luciferase reporter, luminescence;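 active = inhibition above the mean inhibition of all tested compounds plus 3 SD, set per campaign, cut at about 52% in these data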;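 also: 0% = DMSO treated cells and 100% = cells given Gossypol at 36 µM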
LMP1 NFkB inh – reduces LMP1-driven NF-kappaB luciferase signal; LMP1-induced NF-kappaB luciferase reporter cells, luminescence; inhibition, % at 12.5 µM; actives 0.69% (n = 350,000); AID 504558; in the data active = inhibition above about 41%;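 also: 0% = neutral control wells and 100% = reference inhibitor control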
TWEAK-Fn14 inh – inhibitors of TWEAK-Fn14 interaction signaling; actives 2% (n = 360,000); inhibition, % at 10 µM; TWEAK-stimulated Fn14 reporter cells, luciferase luminescence, 8 h; in the data active = inhibition above about 50%
SRC3 inh – human NCOA3 inhibition | Q9Y6Q9 | actives 0.17% (n = 360,000) | HEK293 GAL4-SRC3 luciferase reporter, luminescence | inhibition, % at 3.6 µM;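 active = inhibition above a per-campaign cutoff, the mean of all compounds plus 3 SD, cut at about 60% in these data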;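 also: 0% = DMSO-treated cells and 100% = gossypol-treated cells at 36 µM; higher means less SRC3-driven luciferase light from the GAL4 reporter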
NR5A2 inv ag – NR5A2 inverse agonism in reporter assay. O00482. HEK293T StAR-luciferase reporter, LRH-1 transfected, 24 h. inhibition, % at 3.6 µM. actives 0.13% (n = 360,000). AID 602396;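 active = inhibition above the mean inhibition of all tested compounds plus 3 SD, cut at about 73% in these data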;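 also: 0% = DMSO wells and 100% = reporter-only cells lacking LRH-1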
CF NFkB block – cystic fibrosis NF-kB activation inhibition; KKLEB NF-kB-GFP reporter, PAF-induced, GFP fluorescence overnight; inhibition, % at 5 µM; actives 0.86% (n = 360,000); AID 588850;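 active = at least 50% inhibition at 5 µM, scaled per plate between neutral and stimulator controls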;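 also: PAF is a Pseudomonas aeruginosa culture filtrate used as stimulus; plate controls were PAF-stimulated DMSO wells for no effect and unstimulated DMSO wells for full effect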
TRAIL sens C8 – caspase-8 TRAIL sensitization | NB7+C8 cells + TRAIL, ATPlite viability luminescence | inhibition (viability loss, TRAIL sensitization), % at 10 µM | actives 1% (n = 360,000) | AID 624354;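 active = compounds causing at least 50% loss of cell viability in the single-dose screen, relative to plate controls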
* marks the source's active call; other numbers are inactive results; / = no result given.

Structure	TRAIL sens C8	KKLEB cytotox	TWEAK-Fn14 inh	SRC1 inh	NCOA2 inhibitor	SRC3 inh	CF NFkB block	TROY NFkB inh	COUP-TFII inh	NR5A2 inv ag	LMP1 NFkB inh
Cc1cc(F)cc(-c2cc(C(=O)NCc3ccc(C(F)(F)F)cc3)[nH]n2)c1	7.9	7.3	-22.6	7.4	-7.8	5.6	-21.1	17.2	7.8	-13.9	/
Cc1ccccc1CNCc1ccc2c(c1)OCO2	-2.4	10.1	-4.1	-1.5	-2.8	9.1	-26.4	17.9	19.6	0.4	2.3
Nc1ccc(S(=O)(=O)N2CCC(Cc3ccccc3)CC2)cc1	11.7	-2.1	-2.8	-8.6	0.0	1.5	0.3	-2.2	-2.1	13.7	3.0
CC#CC(=O)N1CCC(CCC(=O)N(C)Cc2ccccc2)CC1	-3.5	4.4	-12.5	-4.7	-29.3	-22.6	-0.8	-0.9	6.0	15.2	13.0
O=S1(=O)CC(O)C(Nc2ccccc2)C1 (stereo not drawn)	9.5	-3.2	3.5	-22.8	0.3	-6.3	6.4	-4.8	14.2	14.1	0.1
O=C(CSc1nncc2ccccc12)Nc1cccc(O)c1	-14.1	-0.8	19.8	-19.7	4.9	5.7	13.3	-37.5	4.0	-7.7	-6.4
FC(F)(F)c1ccc(NC2=NCCC2)cc1	-4.5	-4.1	3.2	-0.3	-23.4	16.0	4.1	0.4	15.4	13.5	-7.5
O=C(Cn1c(=O)oc2ccccc21)Nc1nc(-c2ccc(Br)cc2)cs1	9.8	-8.4	-18.7	13.1	13.7	-6.8	6.3	-6.6	17.7	10.1	-5.8
O=C(O)c1cc(S(=O)(=O)N2CC3CC3C2C(=O)O)c(Cl)cc1Cl (stereo not drawn)	1.5	-1.7	-10.8	-11.4	-2.8	18.8	24.4	-1.4	-4.7	0.4	-4.1
CCOc1ccc(C(=O)NC2CCN(C(=S)Nc3ccccc3C)CC2)cc1	-3.3	-1.8	-2.5	-0.2	-32.2	-0.9	12.0	-7.5	8.3	-10.6	4.5

Reprinted from the part before: 2 compounds, followed by the next part.
Structure	TRAIL sens C8	KKLEB cytotox	TWEAK-Fn14 inh	SRC1 inh	NCOA2 inhibitor	SRC3 inh	CF NFkB block	TROY NFkB inh	COUP-TFII inh	NR5A2 inv ag	LMP1 NFkB inh
O=C(O)c1cc(S(=O)(=O)N2CC3CC3C2C(=O)O)c(Cl)cc1Cl (stereo not drawn)	1.5	-1.7	-10.8	-11.4	-2.8	18.8	24.4	-1.4	-4.7	0.4	-4.1
CCOc1ccc(C(=O)NC2CCN(C(=S)Nc3ccccc3C)CC2)cc1	-3.3	-1.8	-2.5	-0.2	-32.2	-0.9	12.0	-7.5	8.3	-10.6	4.5
Cc1sc(N)c(C(=O)c2ccccc2)c1C	-14.7	-2.6	0.2	-0.6	0.9	11.5	-4.9	10.1	-24.9	11.7	-4.8
COc1ccc(C2(CNC(=O)Cc3ccc(OC)c(OC)c3)CCOCC2)cc1	0.9	-13.0	7.9	-4.9	-22.5	2.1	3.3	-18.9	-7.8	7.6	-0.2
O=C(Cc1ncc(C(F)(F)F)cc1Cl)NCc1cccnc1	-10.8	6.1	16.0	7.1	-11.2	-8.2	-8.0	-23.0	9.8	13.9	5.3
CCn1c(SCC(=O)Nc2ccc(NC(=O)c3cccs3)cc2)nnc1-c1cccnc1	4.2	-11.5	-2.8	-7.9	22.4	-5.8	5.2	4.9	-6.6	-0.6	-1.6
CCOC(=O)c1nc(Nc2ccccc2C)c2ccccc2n1	-2.3	8.7	-18.4	-12.5	17.1	18.7	2.7	5.9	-12.5	-10.8	1.9
Cc1[nH]c2ccccc2c1/C=N\NC(=O)c1ccco1	4.0	-5.1	3.2	-34.9	-43.6	-8.9	-10.0	-23.9	-22.9	-71.7	-4.8
CCOc1ccccc1-c1cc(C(=O)N/N=C(\C)c2cccnc2)c2ccccc2n1	4.0	4.9	-14.5	-16.5	-19.2	-17.1	-17.8	19.9	-4.2	3.3	6.8
Cc1ccc(/C(N)=N/OC(=O)CCCc2ccccc2)cc1	-7.7	-1.7	-20.0	-10.8	-15.1	-16.6	2.0	-53.7	8.7	-0.6	-0.7
COc1ccc(OCC(=O)N/N=C/c2ccc(OC)c(OC)c2C(=O)O)cc1	2.1	12.5	-13.5	-10.2	6.2	-12.7	-18.0	-12.7	6.5	13.9	-0.9
O=C(COC(=O)c1cccs1)Nc1cccc(S(=O)(=O)N2CCOCC2)c1	-4.9	-1.0	-36.7	-4.1	15.0	6.4	7.7	5.8	6.1	-0.9	-4.0

Additional compounds:
Structure	TRAIL sens C8	KKLEB cytotox	TWEAK-Fn14 inh	SRC1 inh	NCOA2 inhibitor	SRC3 inh	CF NFkB block	TROY NFkB inh	COUP-TFII inh	NR5A2 inv ag	LMP1 NFkB inh
Cc1ccc(-n2nc(C)c3c(C)c(CCC(=O)NCCCOC(C)C)c(C)nc32)cc1	13.4	3.4	19.6	-7.6	-9.5	-0.4	2.1	2.4	-19.8	7.0	5.3
CCOc1ccc(C)cc1S(=O)(=O)Nc1ccc(Cl)cn1	-12.9	5.5	-6.3	-36.1	-0.4	-8.5	3.3	-7.9	15.2	31.3	-0.4
O=C(NCCC1=CCCCC1)C(=O)NCc1ccccc1Cl	0.9	1.9	-21.7	-14.0	-21.1	-6.3	-5.9	2.1	2.4	2.4	-1.5
CC(C)(C)OC(=O)N[C@@H](Cc1ccccc1)C(=O)NCC1CCC(C(=O)O)CC1 (stereo partly drawn)	0.1	-7.0	0.2	8.0	-30.3	-5.9	9.7	0.5	-8.0	4.2	-0.8
CC1(C(=O)NS(=O)(=O)c2ccc(F)cc2F)CCN1C(=O)c1ccccc1 (stereo not drawn)	-14.4	-9.8	-10.3	-0.4	-4.7	-14.2	2.5	-2.9	-0.7	3.8	/
COc1ccccc1CC(=O)Nc1ccc(-c2nnc(-c3ccco3)o2)cc1	2.4	10.8	29.7	-23.0	-18.2	-24.1	-25.3	-35.6	-28.1	-65.3	-5.0
COc1ccc(OCC(O)Cn2c(N3CCCCC3)nc3c2c(=O)n(C)c(=O)n3C)cc1 (stereo not drawn)	-2.6	-15.3	-7.9	2.2	-7.6	19.7	2.2	-11.1	2.9	16.1	3.0
COc1ccc(OC)c(NC(=O)CN2CCC(NC(=O)c3ccccc3C)CC2)c1	-10.7	-20.5	-13.7	17.4	-0.5	11.8	-5.3	13.0	7.4	9.4	2.8
S=c1[nH]nc(-c2cccc(Cl)c2)n1/N=C/c1ccc(-c2ccccc2Br)o1	9.1	7.8	-76.1	-19.6	24.4	-3.1	-26.3	-0.2	6.9	10.0	-18.2
C=CCOc1ccc(C2/C(=C(\O)c3c(C)[nH]c(C(=O)OC)c3C)C(=O)C(=O)N2CCN(C)C)cc1 (stereo not drawn)	2.5	-20.9	-11.5	-1.0	-11.7	0.3	-10.6	-5.5	1.2	16.1	2.5

(cont.)
Structure	TRAIL sens C8	KKLEB cytotox	TWEAK-Fn14 inh	SRC1 inh	NCOA2 inhibitor	SRC3 inh	CF NFkB block	TROY NFkB inh	COUP-TFII inh	NR5A2 inv ag	LMP1 NFkB inh
Cc1ccc(F)c(S(=O)(=O)NC(=O)C2(C)CCN2C(=O)C/C=C/c2ccccc2)c1 (stereo not drawn)	-2.7	-18.0	8.6	5.2	5.4	-6.8	-7.5	2.0	0.1	8.5	/
COC(=O)C12OCC34C(CC5C(C)=C(O)C(=O)CC5(C)C3C(O)C1O)OC(=O)C(OC(=O)C=C(C)C)C24 (stereo not drawn)	64.9*	-42.9	94.9*	95.7*	82.6*	93.9*	93.5*	85.5*	92.5*	96.8*	85.3*
CN(C)CCCSc1nc2ccccc2s1	-1.8	7.1	25.1	-16.8	-42.2	-25.5	-16.2	-27.8	-37.4	-6.8	-31.6
Cn1cc(CN2CCC(O)CC2)c(-c2ccc(Oc3ccccc3)cc2)n1	-1.3	-17.3	-0.8	5.2	9.8	14.0	18.9	0.0	-9.7	9.3	5.9
CCN(C(=O)CC(C)C)c1nnc(Cn2nnc3ccccc32)s1	18.4	-21.1	13.1	-4.1	-19.1	0.2	26.1	8.9	28.9	0.5	13.7
Cc1cc(Oc2ccc(=O)n(C)n2)nc(SCc2ccccc2)n1	-3.1	7.1	19.3	-8.0	-21.3	20.8	6.4	14.4	-16.9	-8.9	1.1
CC(=Nc1cccc(O)c1)c1sc2ccccc2c1O	10.0	6.5	-21.6	-100.3	-31.5	-80.7	-25.4	2.9	-17.8	-17.6	-28.7
CCOC(=O)C1=C(COC(=O)CCNS(=O)(=O)c2ccc(C)c(C)c2)NC(=O)NC1C (stereo not drawn)	1.5	-1.1	2.4	-16.0	-10.3	26.6	-4.2	6.1	-5.2	1.2	-6.3
CCCC(=O)N1CCC1(C)C(=O)Nc1cccc(OC(C)C)c1 (stereo not drawn)	18.6	-5.9	12.4	-1.3	-0.8	-9.6	6.0	-7.8	19.0	-11.3	/
CC(C)C(=O)NC(=S)Nc1ccccc1C(=O)NC1CCCCC1	15.4	-0.3	2.6	-15.2	-12.2	7.0	-6.8	-0.7	8.2	7.7	-6.5

Next section:
Structure	TRAIL sens C8	KKLEB cytotox	TWEAK-Fn14 inh	SRC1 inh	NCOA2 inhibitor	SRC3 inh	CF NFkB block	TROY NFkB inh	COUP-TFII inh	NR5A2 inv ag	LMP1 NFkB inh
CCC1(C)NC(=O)N(CC(=O)Nc2sc3c(c2C(=O)OC)CCCCC3)C1=O (stereo not drawn)	0.2	0.2	-4.4	-3.3	9.0	1.3	-13.7	-2.5	18.4	-3.9	-3.4
O=C(NC(=S)Nc1ccc(N2CCOCC2)c(Cl)c1)C(c1ccccc1)c1ccccc1	1.7	4.7	-5.7	4.7	-4.6	22.1	-8.1	5.3	12.2	4.2	-10.5
O=C1CC(C(=O)N(c2cccc(F)c2)C(C(=O)NC2CCCC2)c2ccccn2)CS1 (stereo not drawn)	-6.7	-43.9	10.0	-10.1	11.6	-18.3	13.0	-6.7	4.4	18.9	-1.9
O=C(NCc1ccccn1)c1cc(-c2ccc(Cl)cc2)nc2ccccc12	24.1	-3.1	16.9	-13.9	5.9	1.0	-7.2	0.1	-13.4	-2.6	-2.0
COC(=O)CCC(=O)NN1C(=O)c2ccccc2C1=O	3.6	15.3	9.8	-3.2	-14.2	5.9	-12.3	5.0	12.5	9.4	-11.0
